Bioassay records from PubChem.
DNA FID counter: counter-screen for HCV NS3 helicase inhibitors: DNA intercalator displacement; 290,000 compounds, 0.17% hits; DNA fluorescent intercalator displacement, fluorescence; inhibition, % at 7.9 µM; in the data active means inhibition above about 37%;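 further: 0% = vehicle and 100% = reference compound; higher means more ethidium bromide displaced from hairpin DNA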
NALP1 inh: blocks the NALP1 inflammasome reconstituted in yeast | S. cerevisiae NALP1/ASC/caspase-1 growth, X-gal OD620, 72 h | inhibition, % at 10 µM | 280,000 compounds, 0.61% hits; in the data active means inhibition mostly above about 24%, no sharp cut-off; inactive means mostly below about 32%; further: some compounds called inactive have numbers as strong as hits
MEKK2 mut-MEK5: signal of MEK5 binding to mutant human MEKK2 PB1 domain | bead flow cytometry, Alexa488-MEK5 binding to MEKK2 mutant | percent response, % at 10 µM | 290,000 compounds, 0.35% hits | AID 1530; in the data active means percent response above about 24%, passing the limit was not always enough; further: inactives centre near 1; some results filed as inactive read as strong as hits; reference of the scale not given here
GPR7 antagonist: human neuropeptides B/W receptor 1 antagonism. P48145. 290,000 compounds, 1.1% hits. GPR7-expressing cells, fluorescence antagonist assay. inhibition, % at 4.4 µM; in the data active means inhibition above about 16%, passing the limit was not always enough;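 further: cells stimulated with the agonist NPW; 0% = agonist with vehicle and 100% = vehicle without agonist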
M18AAP inhibitor: blocks P. falciparum M18 aspartyl aminopeptidase | AID 1822 | 290,000 compounds, 1.2% hits | inhibition, % at 7.35 µM | recombinant PfM18AAP, H-Glu-NHMec fluorogenic cleavage;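 active means inhibition above the campaign mean inhibition over all tested compounds plus 3 SD, cut at about 28% in these data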;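 further: 0% = plate median of test compound wells and 100% = 2 mM ZnCl2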
OXTR ag: agonists of human oxytocin receptor; CHO-OTR cells, Fluo-8 calcium fluorescence; normalized: DMSO 0%, oxytocin 100%; 320,000 compounds, 0.32% hits; AID 2435; P30559; activation, % at 3 µM;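 active means activation above the mean of all tested compounds plus 3 SD, cutoff set per screening run, cut at about 20% in these data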;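 further: peak over basal fluorescence ratio from a 100 s FLIPR kinetic read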
Target sequence (P30559 whole entry, looked up): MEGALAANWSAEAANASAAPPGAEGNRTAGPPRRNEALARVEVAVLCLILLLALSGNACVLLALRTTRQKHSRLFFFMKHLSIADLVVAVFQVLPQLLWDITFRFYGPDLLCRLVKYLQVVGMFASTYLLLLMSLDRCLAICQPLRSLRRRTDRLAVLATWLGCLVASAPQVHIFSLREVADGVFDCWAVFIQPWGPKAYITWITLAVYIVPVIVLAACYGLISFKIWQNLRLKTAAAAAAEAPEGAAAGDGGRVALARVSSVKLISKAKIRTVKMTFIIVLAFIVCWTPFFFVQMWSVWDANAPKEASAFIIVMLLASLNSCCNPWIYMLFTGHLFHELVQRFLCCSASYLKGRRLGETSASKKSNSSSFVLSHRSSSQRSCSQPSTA
PHOSPHO1 inh: inhibitors of human PHOSPHO1 phosphatase; recombinant PHOSPHO1, absorbance phosphatase assay; inhibition, % at 13.3 µM; 290,000 compounds, 1.1% hits; in the data active means inhibition above about 60%
MEKK3 PB1 HTS: modulators (inhibitors or enhancers) of MEK5 binding to human MEKK3 PB1 domain; Q99759; bead-based flow cytometry, Alexa488-MEK5 binding to MEKK3; actives lie on both sides; 0 = blocked by unlabeled MEK5, 100 = vehicle; binding response (% of control), % at 10 µM; 290,000 compounds, 1.4% hits;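 active means binding response more than 3 SD above or below the average of its plate-row segment, actives on both sides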;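 further: Alexa488 bead fluorescence after subtracting the streptavidin-only scavenger bead signal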
Target sequence (Q99759 whole entry, looked up, the tested form may be a part): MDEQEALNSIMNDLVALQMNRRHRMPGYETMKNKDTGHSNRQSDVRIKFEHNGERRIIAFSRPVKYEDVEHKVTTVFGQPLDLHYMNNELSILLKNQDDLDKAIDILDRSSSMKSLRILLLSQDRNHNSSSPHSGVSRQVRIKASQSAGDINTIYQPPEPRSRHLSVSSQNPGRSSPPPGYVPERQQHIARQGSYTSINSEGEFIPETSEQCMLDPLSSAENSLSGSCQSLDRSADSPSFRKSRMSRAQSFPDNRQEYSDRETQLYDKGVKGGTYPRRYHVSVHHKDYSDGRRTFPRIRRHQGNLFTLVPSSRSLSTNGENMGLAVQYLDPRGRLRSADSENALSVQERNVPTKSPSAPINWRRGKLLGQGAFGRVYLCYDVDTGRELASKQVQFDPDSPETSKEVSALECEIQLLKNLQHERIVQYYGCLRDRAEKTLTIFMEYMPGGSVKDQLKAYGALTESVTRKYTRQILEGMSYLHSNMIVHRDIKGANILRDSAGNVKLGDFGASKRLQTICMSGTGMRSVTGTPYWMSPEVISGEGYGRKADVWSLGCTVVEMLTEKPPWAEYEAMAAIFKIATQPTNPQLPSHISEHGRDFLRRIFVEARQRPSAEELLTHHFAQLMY
MEKK2 WT-MEK5: raises or lowers MEK5 binding to wildtype human MEKK2 PB1 domain; Q9Y2U5; bead flow cytometry, Alexa488-MEK5 binding to MEKK2 WT; actives lie on both sides; binding response (% of control), % at 10 µM; 290,000 compounds, 1.1% hits; in the data active means binding response below about 67% or above about 130%
* hit, by the source's call; / = not tested or not shown.

SMILES	DNA FID counter	NALP1 inh	MEKK2 mut-MEK5	GPR7 antagonist	M18AAP inhibitor	OXTR ag	PHOSPHO1 inh	MEKK3 PB1 HTS	MEKK2 WT-MEK5
CCN(CC)c1ccc(/C=N/NC(=O)c2ccc3nc[nH]c3c2)cc1	-5	17	-21	-6	2	-0.8	10	87	86
Cc1ccc(N(Cc2cc3cc(C)ccc3[nH]c2=O)S(=O)(=O)c2ccccc2)cc1	-3	14	-1	-5	-3	0.4	2	86	93
COc1ccccc1/C=C(/C(=O)OCC(=O)Nc1ccccc1C)c1ccccc1	-36	40	10	-3	-1	0.4	7	96	97
COC(=O)CSc1nnc(-c2sc3cc(OC)ccc3c2Cl)n1C	-24	4	-4	-6	4	1.5	49	94	91
COc1ccc(-n2nc(C(=O)N3CCCCC3)c3ccccc3c2=O)cc1	-13	4	2	-6	-10	-1.1	-14	101	103
CCc1cccc(C)c1NC(=O)CSc1nnc(CCCOc2ccc(Cl)cc2Cl)n1C	-9	36	-1	-3	0	4.5	-5	102	95
CC1Cc2cc(/C(O)=C3/C(=O)C(=O)N(CCN4CCOCC4)C3c3cccc(O)c3)ccc2O1 (stereo unspecified)	-7	12	-3	-5	12	0.7	21	94	97
CCn1nc2cc(C(=O)NCCc3cccs3)ccc2c1OC	-6	7	1	1	3	0.5	4	99	101
O=C(NCc1ccccc1)C(c1ccc(F)cc1)N(Cc1cccs1)C(=O)c1cnccn1 (stereo unspecified)	-15	4	4	-6	1	-1.1	-9	110	107
CCCCc1c(O)nc(SCC(=O)c2ccccc2)n(-c2ccccc2C)c1=O	-42	-2	-6	-15	-3	-1.0	-8	99	95
Cc1ccc(-c2ccc(/C=C(\C#N)C(=O)Nc3cc(C)nn3-c3ccccc3)o2)cc1	-3	24	0	-10	-5	-0.8	-10	91	77
CSC1=NCCN1S(=O)(=O)c1ccc(F)cc1	11	2	-10	-2	2	0.1	11	102	89
CC(C)(C)NCCOCCOc1ccccc1-c1ccccc1	15	17	25	-6	-5	3.9	-1	102	116
O=C(NCC1CCCCC1)C12CN(Cc3ccccc3)CC1C(c1cccc([N+](=O)[O-])c1)=NO2 (stereo unspecified)	-4	29	-4	3	0	-1.8	11	97	95
CCCCOc1ncnc2c1[nH]c1ccc(C)cc12	-8	12	-13	2	-2	12	19	93	98
O=C(C1CCCN(S(=O)(=O)c2cccc3nsnc23)C1)N1CCc2ccccc2C1 (stereo unspecified)	-24	17	/	-2	7	5.2	26	/	/
OC1(c2cccc(C(F)(F)F)c2)CCN(c2ncnc3c2[nH]c2ccccc23)CC1	-2	/	/	2	7	7.3	/	/	/
COc1ccc(-c2csc(NC(C)c3nc4cc(C(F)(F)F)ccc4n3CCOCCO)n2)cc1 (stereo unspecified)	/	/	-2	/	/	-0.1	/	93	98
Cc1ccccc1NC(=O)c1cccc(C(=O)Nc2ccccc2C)n1	-39	12	12	33*	-1	-1.4	14	109	115
CC(C)CNC(=O)[C@H]1N2C(=O)c3ccccc3C2SC1(C)C (stereo partly specified)	-11	9	2	17	-1	-0.7	18	101	101
Cc1ccc(O)c(C2=Nc3ccccc3N=C(c3ccc([N+](=O)[O-])cc3)C2)c1	3	15	-1	6	2	-1.4	-2	95	96
CCOC(=O)C1CCN(C(=O)CSc2ccccc2)CC1	-9	6	4	-7	-1	0.3	-40	103	103
CC(C)(C)c1cc(NC(=O)COc2ccc(Br)cc2)n(-c2ccccc2)n1	-17	-7	-8	-19	2	-1.7	-5	87	84
COc1ccc(CCCc2n[nH]c(=S)o2)cc1C	-9	-2	-10	-5	2	1.3	-5	103	88
CSc1ccccc1NC(=O)c1ccc(CN2CCOCC2)cc1	-3	-3	-1	-2	2	0.0	47	101	98
CCN(C(=O)c1cnc(NC(C)C)cc1C(F)(F)F)c1ccc(Cl)cc1	-27	31	-1	-2	5	-2.1	16	99	99
COc1ccc2cnn(-c3ccccc3C)c(=O)c2c1OC	-4	15	0	-4	-1	0.2	3	102	100
O=C(O)COc1ccccc1/C=C1\SC(=S)N(/N=C/c2ccccc2O)C1=O	-15	20	-2	-8	33*	0.2	-10	95	97
COc1ccc(NC(=O)C2CCN(S(=O)(=O)c3c(C)nn(C)c3C)CC2)cc1	-14	13	13	-8	0	0.0	27	104	105
Cc1ccc(OCC(=O)NCCCNC(=O)c2ccncc2)cc1C	-18	14	-4	-12	-14	0.5	17	101	96
COc1ccc(CN(C(=O)CNC(=O)c2ccco2)C(C(=O)NC2CCCC2)c2ccco2)cc1 (stereo unspecified)	-30	18	0	-3	3	-0.2	-3	99	99
COc1ccc2[nH]c(C(=O)O)c(NS(=O)(=O)c3ccc(C)c(C)c3)c2c1	-33	-5	1	-2	-2	0.0	15	100	106
CCOC(=O)Cn1cncc1-c1ccc([N+](=O)[O-])cc1	-8	27	1	1	1	-0.3	-10	103	101
Cc1nnc(SCC(=O)Nc2cc(C(F)(F)F)ccc2Cl)n1C	0	22	12	-12	-11	-0.2	24	108	112
Cc1ccc(Cn2ccc(NC(=O)c3cc(CC(C)C)on3)n2)cc1	-23	27	4	-10	0	-2.5	6	109	110
CN(Cc1ccc(OC(F)F)cc1)C(=O)c1ccc2nccnc2c1	-4	6	0	-18	-23	0.3	-7	97	97
CC(C)CNC1=C(C(=S)Nc2ccccc2)C(=O)CC(C)(C)C1	-4	33	1	4	6	-1.4	-2	120	104
Cc1ccccc1NC(=O)CC1c2ccccc2CC(C)(C)N1C (stereo unspecified)	4	5	-7	-1	0	0.2	26	89	91
c1ccc(-c2nc3ccccn3c2NCc2ccc3c(c2)OCO3)cc1	1	16	3	-3	-2	-2.8	46	106	110
CN(C)CCN1C(=O)C(=O)/C(=C(/O)c2ccc(F)cc2)C1c1ccccc1 (stereo unspecified)	0	13	-1	-9	1	-0.4	9	95	101
NC1=NN=C(N2N=C(c3ccc(Br)cc3)CC2(O)C(F)(F)F)n2ncnc2C1 (stereo unspecified)	-10	-10	-10	-8	-4	-1.9	-19	101	92
CCOc1ccc(NC(=O)CCNC(=O)c2ccc(Br)cc2)cc1	-14	13	5	-13	-1	-0.5	19	101	102
O=C(NC1CCC(O)CC1)c1ccc(-c2ccc([N+](=O)[O-])cc2)o1 (stereo unspecified)	-14	/	-12	-12	33*	-0.3	35	96	93
CS(=O)(=O)N(CCc1ccccc1)CC(=O)NCc1ccccc1Cl	-15	9	-3	5	-11	1.1	-6	98	101
COc1cc(-c2nn3c(-c4cccc(C)c4)nnc3s2)cc(OC)c1OC	-6	19	-3	12	-2	0.2	6	90	97
CC(C)CN1C(=O)c2ccc(C(=O)Nc3ccccc3C(=O)O)cc2C1=O	-2	-1	7	-5	-7	-0.8	10	104	108
CCOC(=O)c1oc2ccccc2c1NC(=O)COc1cccc(OC)c1	1	1	2	-5	6	0.4	-20	101	102
COc1cccc(NC(=O)c2ccc3c(c2)CCCC3)c1	-13	20	2	-8	-3	-3.0	18	100	96
CC1(C)CC(=O)c2cc(C(=O)NCc3ccco3)c(=O)n(-c3ccccc3)c2C1	-29	16	6	-7	2	-0.3	-25	104	103
COC(=O)c1cc2c(C(F)(F)F)nn(C)c2s1	-1	7	3	-17	0	-1.8	-6	102	104
Cc1ccc(CNS(=O)(=O)c2cc3c4c(c2)C(C)C(=O)N4CCC3)cc1 (stereo unspecified)	-30	13	4	5	-3	-1.0	30	99	100
O=C(Cn1cc(C(=O)C2CC2)c2ccccc21)NCc1ccc2c(c1)OCO2	-12	-5	-2	-9	0	-0.6	29	101	102
CC1CCCCC1NC(=O)CCCc1nc2ccccc2c(=O)[nH]1 (stereo unspecified)	-10	18	5	-7	4	/	18	102	106
CCOc1ccc(CC(=O)Nc2ccc(S(=O)(=O)Nc3cc(C)on3)cc2)cc1OCC	-42	20	/	-11	2	0.1	-16	/	/
CCC(NC(=O)CCCc1ccccc1)c1ccccc1 (stereo unspecified)	-15	29	-3	-3	6	-2.1	-9	93	92
Cc1cccc(NC(=O)c2cc(NC(=O)CCCC(=O)O)ccc2Cl)n1	-4	25	-7	-9	-4	1.0	14	88	91
C=CCn1c(=O)c(C(=O)Nc2ncccc2O)c(O)c2ccccc21	-8	4	9	-4	20	/	-28	106	103
Cc1cccc(N2C(=O)CC(N3CCN(Cc4ccc(Cl)cc4)CC3)C2=O)c1 (stereo unspecified)	-10	2	2	-15	-24	1.3	6	96	100
O=C(/C=C/c1cccc([N+](=O)[O-])c1)N1CCN(c2ccccc2F)CC1	-13	-4	0	1	-12	-3.0	-8	100	100
O=C(Nc1nc2ccc(C(=O)N3CCCCC3)cc2s1)C1CCCCC1	4	2	4	-10	-1	-0.7	44	104	97

6 structures from above, sorted by number of heavy atoms, rising:
SMILES	DNA FID counter	NALP1 inh	MEKK2 mut-MEK5	GPR7 antagonist	M18AAP inhibitor	OXTR ag	PHOSPHO1 inh	MEKK3 PB1 HTS	MEKK2 WT-MEK5
COC(=O)c1cc2c(C(F)(F)F)nn(C)c2s1	-1	7	3	-17	0	-1.8	-6	102	104
CCC(NC(=O)CCCc1ccccc1)c1ccccc1 (stereo unspecified)	-15	29	-3	-3	6	-2.1	-9	93	92
O=C(Nc1nc2ccc(C(=O)N3CCCCC3)cc2s1)C1CCCCC1	4	2	4	-10	-1	-0.7	44	104	97
Cc1cccc(N2C(=O)CC(N3CCN(Cc4ccc(Cl)cc4)CC3)C2=O)c1 (stereo unspecified)	-10	2	2	-15	-24	1.3	6	96	100
CC1(C)CC(=O)c2cc(C(=O)NCc3ccco3)c(=O)n(-c3ccccc3)c2C1	-29	16	6	-7	2	-0.3	-25	104	103
CCOc1ccc(CC(=O)Nc2ccc(S(=O)(=O)Nc3cc(C)on3)cc2)cc1OCC	-42	20	/	-11	2	0.1	-16	/	/

Next structures
SMILES	DNA FID counter	NALP1 inh	MEKK2 mut-MEK5	GPR7 antagonist	M18AAP inhibitor	OXTR ag	PHOSPHO1 inh	MEKK3 PB1 HTS	MEKK2 WT-MEK5
CCCCC1=CC2=C(c3ccco3)C(=O)C(C)(OC(=O)c3ccc(OC)cc3)C(=O)C2=CN1CCCOC(C)C (stereo unspecified)	/	12	-23	/	/	-0.4	18	78	68
O=[N+]([O-])c1cc2c(cc1/C=N\NS(=O)(=O)c1ccccc1)OCO2	5	41	4	15	48*	1.8	-38	101	100
CCC(=O)N=c1ccn(C2=Nc3ccccc3NC2=C(C#N)C#N)cc1	-3	-1	-9	-9	7	0.2	45	96	97
Cc1nccc2oc(=O)c(NC(=O)c3ccc(Cl)cc3)cc12	1	-23	-10	-3	-14	0.9	33	99	90
O=C(N/N=C\c1ccc2c(c1)OCO2)c1ccco1	-4	26	14	-1	-4	-0.4	1	99	116
O=C(c1ccccc1)N1CCN(c2ccc(NCc3ccc4c(c3)OCO4)cc2)CC1	-8	23	2	-9	-5	6.5	26	100	102
CN1C(=O)/C(=C/c2ccccc2OCc2cccc(F)c2)N(C)C1=S	-7	4	-2	-6	7	-0.3	16	100	91
CCC(=O)N1CCc2cc(Br)cc(S(=O)(=O)N3CCCCC3CC)c21 (stereo unspecified)	-15	15	0	-9	2	0.2	3	101	98
COc1cc(CCCN2C(=O)C(=O)NC[C@@H]2Cc2ccc(O)cc2)cc(OC)c1OC	/	/	2	/	/	0.2	26	95	100
CN(C)c1ccc(/C=N/N2CCN(c3ccccn3)CC2)cc1	-12	19	-13	-11	-5	-0.8	3	88	91
COc1ccc(N(C(=O)CCl)C(C(=O)NC2CCCCC2)c2cccnc2)cc1 (stereo unspecified)	10	5	-1	2	3	-0.8	-21	98	97
COc1ccc(-n2nc(C(=O)Nc3ccc4c(c3)OCO4)c3ccccc3c2=O)c(OC)c1	2	10	7	-2	-5	-2.3	3	102	100
Cc1cc2occ(CC(=O)Nc3nnc(C4CC4)s3)c2cc1C	-3	-1	-3	8	-4	-0.4	6	105	105
